Screening data (PubChem BioAssay)
LDHA block: blocks human lactate dehydrogenase A. purified LDHA, NADH/diaphorase-resazurin fluorescence; active compounds read low. activity change, % (values are at about 110 or 230 µM). 480,000 tested, 0.15% active. P00338; in the data active = activity change below about -30%; inconclusive = mostly about -25% to -30%;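 note: plate controls were DMSO wells for no effect and wells without enzyme for full effect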
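Enzyme activity of human lactate dehydrogenase 5 (2 nM; 0.06 mM NADH, 0.2 mM pyruvate, 5 min, RT) is measured via a resazurin/diaphorase fluorescence readout of residual NADH.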
POLI inh: blocks human DNA polymerase iota activity. Q9UNA4. Pol iota fluorescent replication assay, 10 min. Potency, µM (top dose mostly 115 µM), for the others: at the top dose activity, negative = inhibition, most hits filed as inhibitors. 390,000 tested, 1% active. AID 588590; note: potency is the fitted concentration of half-maximal effect
Target sequence (Q9UNA4 whole entry, looked up): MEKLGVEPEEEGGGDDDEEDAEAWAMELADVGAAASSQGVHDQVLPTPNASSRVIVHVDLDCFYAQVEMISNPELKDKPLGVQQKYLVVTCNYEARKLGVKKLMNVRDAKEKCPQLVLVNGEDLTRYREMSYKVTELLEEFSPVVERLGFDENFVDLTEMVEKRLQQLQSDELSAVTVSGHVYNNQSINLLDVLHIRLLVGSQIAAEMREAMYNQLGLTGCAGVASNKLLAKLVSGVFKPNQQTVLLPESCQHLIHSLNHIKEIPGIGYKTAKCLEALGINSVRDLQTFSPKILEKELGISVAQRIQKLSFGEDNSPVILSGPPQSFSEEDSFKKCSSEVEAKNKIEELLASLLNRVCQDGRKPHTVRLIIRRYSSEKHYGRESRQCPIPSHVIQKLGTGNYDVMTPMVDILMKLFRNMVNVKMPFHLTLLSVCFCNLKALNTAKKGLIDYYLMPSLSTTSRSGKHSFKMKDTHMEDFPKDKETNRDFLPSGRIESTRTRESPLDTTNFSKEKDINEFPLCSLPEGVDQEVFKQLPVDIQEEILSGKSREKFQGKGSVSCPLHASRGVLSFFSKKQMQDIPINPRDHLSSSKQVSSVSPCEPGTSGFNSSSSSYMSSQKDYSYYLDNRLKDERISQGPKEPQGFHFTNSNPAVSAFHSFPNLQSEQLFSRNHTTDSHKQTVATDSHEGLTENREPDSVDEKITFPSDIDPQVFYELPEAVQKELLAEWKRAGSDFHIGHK
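Pol iota at 10 nM preincubated 15 min with compounds at room temperature; reaction started with fluorescent substrate, 50 nM final. Fluorescence read kinetically at 0 and 10 min; buffer-only wells as negative control.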
POLB inh: DNA polymerase beta (human) inhibition; P06746; Pol beta primer extension/strand displacement, fluorescence kinetic; Potency, µM (series often up to 114 µM), without a hit: at the top dose activity change, negative = inhibition, usual class: inhibitors; 340,000 tested, 1.3% active; note: potency is the fitted concentration of half-maximal effect; % is set by controls: 0 for no effect and ±100 for the full control effect
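Kinetic readout of DNA synthesis with strand displacement by Pol beta. Compound and 10 nM enzyme sit 15 min at room temperature; 50 nM substrate starts the reaction, read immediately and at 10 min.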
Pol kappa inh: inhibitors of human DNA polymerase kappa; Q9UBT6; purified Pol kappa, fluorescent DNA synthesis assay, 10 min; Potency, µM (top dose mostly 107 µM), for inactives: at the highest dose activity, negative = inhibition, usual class: inhibitors; 400,000 tested, 0.53% active; AID 588579; note: potency is the fitted concentration of half-maximal effect; % is set by controls: 0 for no effect and ±100 for the full control effect
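50 nM final substrate added after 15 min RT preincubation of 10 nM Pol kappa with compound; fluorescence read at 0 and 10 min.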
GRP78 ERSR act: inducers of ER stress response in human glioma cells | 420,000 tested, 0.02% active | U87-MG GRP78 promoter luciferase reporter, 16 h | Potency, µM, without a hit: at the top dose activation, usual class: activators; note: potency is the fitted concentration of half-maximal effect; series mostly up to about 76 µM; % of control where 0% means no effect; nearly all actives have a fitted effect of over 35% in size
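Stably transfected U87-MG human glioma cells carrying a GRP78-based luminescent sensor were seeded at 1000 cells/well, pin-dosed with compounds and incubated 16 h. Luciferase reagent was then added, and end-point luminescence was read after 10 min at room temperature.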
APE1 inh: inhibitors of human APE1 endonuclease; P27695; Potency, µM (top dose mostly 65.8 µM), for the others: top-dose activity change, negative = inhibition, hits mostly inhibitors; recombinant APE1, TAMRA/BHQ-2 abasic DNA cleavage fluorescence; 350,000 tested, 0.35% active; AID 2517;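 note: potency is the fitted concentration of half-maximal effect; plate controls were vehicle for no effect and reference inhibitor for full effect; nearly all actives have a fitted effect of over 55% in size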
Target sequence (P27695 whole entry, looked up): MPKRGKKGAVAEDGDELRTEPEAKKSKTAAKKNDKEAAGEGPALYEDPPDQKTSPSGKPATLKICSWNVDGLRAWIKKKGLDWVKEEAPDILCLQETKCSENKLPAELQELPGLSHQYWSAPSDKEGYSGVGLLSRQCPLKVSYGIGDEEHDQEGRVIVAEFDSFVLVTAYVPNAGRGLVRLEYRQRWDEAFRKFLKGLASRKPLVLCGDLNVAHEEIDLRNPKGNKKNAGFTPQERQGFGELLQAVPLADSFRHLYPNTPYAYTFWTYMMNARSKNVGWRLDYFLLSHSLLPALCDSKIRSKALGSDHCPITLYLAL
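APE1 at 0.75 nM final was preincubated with compound 15 min at room temperature, then 50 nM double-stranded THF abasic-site substrate (5'-TAMRA/3'-BHQ-2) was added. Fluorescence (ex 525/em 598 nm) was read kinetically; third-minus-first read gave activity.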
Anesthetic bind: binds horse apoferritin like a general anesthetic; 350,000 tested, 0.074% active; Potency, µM (titrated, usually from 77.5 µM), without a hit: top-dose activity change, negative = displacement, usual class: inhibitors; P02791; apoferritin/1-aminoanthracene competitive binding, fluorescence; note: potency is the fitted concentration of half-maximal effect; % is set by controls: 0 for no effect and ±100 for the full control effect; nearly all actives have a fitted effect of over 20% in size
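Read-out: endpoint 1-AMA fluorescence, excitation 380 nm and emission 535 nm, after compounds sit 10 min at room temperature with 10 uM horse-spleen apoferritin in 50% saturated 1-AMA/PBS. Values come from four-parameter Hill fits.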
BLM inh: Bloom syndrome helicase (human) inhibition | Potency, µM (series often up to 56.1 µM), without a hit: top-dose activity change, negative = inhibition, hits mostly inhibitors | recombinant BLM DNA unwinding, fluorescence dequenching | P54132 | 350,000 tested, 0.2% active | AID 2528;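 note: potency is the fitted concentration of half-maximal effect; plate controls were vehicle for no effect and no enzyme for full effect; nearly all actives have a fitted effect of over 35% in size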
Pol eta inh: blocks human DNA polymerase eta activity | Potency, µM (highest dose often 114 µM), for inactives: at the top dose activity change, negative = inhibition, usual class: inhibitors | 390,000 tested, 1.2% active | Q9Y253 | recombinant Pol eta, fluorescent DNA replication assay | AID 588591; note: potency is the fitted concentration of half-maximal effect; % is set by controls: 0 for no effect and ±100 for the full control effect
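Pol eta at 10 nM preincubated with compounds 15 min at room temperature; reaction started with fluorescent substrate (50 nM final) and read kinetically at 0 and 10 min.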
Active calls of the source: *; ? = inconclusive; . = no result given; & = joins results of further samples; [ ] = another dose, or the depositor's remark. Unless noted, calls come from the whole dose curve; as a rule, active = well fitted curve in the direction sought with a large enough effect; inconclusive = small, poorly fitted or top-dose-only effect, or another doubt; inactive = no such curve, though single readings can be large; an effect the other way counts as inactive or inconclusive. The list is partial (hit frequency here may not be typical).

canonical_smiles | Pol eta inh | GRP78 ERSR act | Anesthetic bind | APE1 inh | POLB inh | Pol kappa inh | BLM inh | LDHA block | POLI inh
CN(C)C(=O)c1nc2ccc(Cl)cn2c1CNCc1cccc(OC(F)(F)F)c1 | -18% | -3% | -12% | 5% | 1% | -4% | -1% | 1 | 18%
NC(=O)c1cccc(-c2cnc(N)c(C(=O)c3cccnc3)n2)c1 | -7% | -4% | . | . | . | -17% | . | -10 | ?
CCOc1ccc(CCNC(=O)c2ccc(NC3=NC4CS(=O)(=O)CC4S3)cc2)cc1 (centres undefined) | -11% | 1% | -6% | 29% | 1% | 1% | -1% | -3 | 6%
COc1ccccc1-n1cc(C(=O)NCC(=O)NCc2ccc(F)cc2)c2ccccc2c1=O | -12% | -2% | -10% | -2% | 0% | 1% | 0% | -7 | -15%
COc1ccc(-n2c(=O)c(CCC(=O)N3CCN(c4ccccc4O)CC3)nc3ccccc32)cc1 | -2% | -5% | . | 23% | . | -14% | . | 1 | 19%
CCCC(=O)Nc1ccc(S(=O)(=O)Nc2nccs2)cc1 | 7% | -2% | . | . | . | -7% | . | -9 | -9%
CCCC(=O)c1c[nH]c(C(=O)NCc2cccnc2)c1 | 1% | 2% | -3% | 7% | -4% | 11% | -2% | -7 | -18%
COc1cccc(NC(=O)Cn2c(=O)n(-c3ccc(C)cc3)c(=O)c3ccccc32)c1 | -6% | -3% | -10% | . | 2% | -23% | -5% | -2 | -3%
COc1cc(OC)c(CN2CCCCCCC2)cc1Br | -14% | -3% | -7% | -1% | 9% | -33% | -5% | -15 | 20%
CCC1CCc2c(sc(NC(=O)C3CC=CCC3C(=O)O)c2C#N)C1 (centres undefined) | ? | 0% | -6% | 19% | 79µM* | -18% | 2% | 2 | -7%
Cc1[nH]c(C)c(S(=O)(=O)N2CCCCC2)c1C(=O)N1CCCCC1 | -19% | 4% | -1% | 13% | 24% | -5% | -2% | 1 | 13%
COc1ccc2nc(NC(=O)Cc3cccs3)sc2c1 | ? | 6% | -19% | -5% | -24% | -22% | -5% | -1 | -7%
CC(=O)Nc1ccc(S(=O)(=O)NCCc2csc3nc(-c4cccc(C)c4)nn23)cc1 | -17% | 0% | -3% | . | -4% | -9%[60.1 µM] | 0% | -8 | 11%
NCCC(=O)NC[C@H]1O[C@@H](n2cnc3c(N)ncnc32)[C@H](O)[C@@H]1O | -14% | -3% | . | -5% | . | -11% | . | -7 | 23%
CC(C)[C@H](NC(=O)c1ccccc1)C(=O)NC1CCCCCCC1 | -9% | -3% | . | -2% | . | 9% | . | -2 | -7%
COC(=O)C1=C(C)N(Cc2ccccc2)C(=NCc2cc(OC)c(OC)c(OC)c2)N[C@H]1c1ccc(Br)cc1 | ? | -4% | -13% | 1%&-5% | 13% | -9% | -3% | -1 | 29%
CCc1cccc(CC)c1NC(=O)Cc1csc(C)n1 | 14% | -1% | 4% | . | -2% | 0% | 2% | -5 | 15%
CCN(C1CCCCC1)S(=O)(=O)CCNC(=O)c1ccc2c(c1)OCO2 | -23% | -2% | . | 4% | . | 2% | . | 0 | -3%
N#Cc1cccc(-c2nccc(NCc3cccnc3)n2)c1 | . | -1% | . | -4% | . | 0%[60.1 µM] | 3% | . | .
O=C(O)C1CCCN1S(=O)(=O)c1ccc(Br)cc1 (centres undefined) | -5% | -3% | 2% | -5% | 2% | 6% | -3% | -8 | ?
C[C@]12CC[C@@H]3c4ccc(OS(=O)(=O)O)cc4CC[C@H]3[C@@H]1CCC2=O | -19%&-9% | -3%&-4% | 10% | -13%&2% | -13% | -7%&-7% | 4% | -8&-6 | 2%&-13%
CCCCNC(=O)c1ccc2c(c1)NC(=O)C(C(C)C)N2 (centres undefined) | -12% | 1% | -4% | . | 9% | -18% | -3% | -2 | 48%[activator]
O=C1CCCC(O)=C1N=Nc1ccc2c(c1)OCO2 | -10% | -4% | 0% | -1% | 26% | -27% | -1% | -2 | 17%
CC1(c2ccc(OC(F)F)cc2)NC(=O)N(CC(=O)NCCC2=CCCCC2)C1=O (centres undefined) | -9% | -6% | . | -12% | . | -6% | . | -6 | 13%
O=C(COC(=O)CNC(=O)c1ccc(Cl)cc1Cl)Nc1cccc(S(=O)(=O)N2CCCC2)c1 | -2% | -3% | . | 11% | . | -3% | . | -6 | 28%

The listing continues.
canonical_smiles | Pol eta inh | GRP78 ERSR act | Anesthetic bind | APE1 inh | POLB inh | Pol kappa inh | BLM inh | LDHA block | POLI inh
Cc1ccc2c(c1)N(C(=O)N1CCC(C(=O)NCCC3=CCCCC3)CC1)CC(C)O2 (centres undefined) | 1% | 0% | -17% | . | -8% | -9% | -3% | -4 | 0%
CCC1CCCCN1C(=O)c1cccc(S(=O)(=O)Nc2cc(C(F)(F)F)ccc2Cl)c1 (centres undefined) | -15% | -1% | -14% | -6% | -2% | -18% | -9% | 2 | ?
O=C(NCC1CCCN(Cc2ccc3nonc3c2)C1)c1cccc(C(F)(F)F)c1 (centres undefined) | -16% | -3% | 1% | 20% | 4% | -10% | -11% | -4 | 78%[activator]
COc1cc2ccccc2cc1C(=O)N1CCN(c2nc3c(F)cc(F)cc3s2)CC1 | -5% | -1% | 1% | . | 12% | -4%[60.1 µM] | -6% | -2 | 4%
CC12CCC(=O)N1C(C(=O)NNC(=O)c1cccc(Cl)c1)CS2 (centres undefined) | -4% | 0% | . | -8% | . | -2% | . | -1 | 44%[activator]
Cn1cc(S(=O)(=O)N2CCN(c3ccccc3)CC2)c(=O)n(C)c1=O | -10% | -2% | 2% | 1% | -20% | 6% | 5% | -2 | 22%
CCOC(=O)c1ccc(NC(=S)N(Cc2cccnc2)Cc2ccco2)cc1 | -3% | -3% | ? | ? | 2% | -4% | -4% | -5 | 3%
COc1cc(NC(=S)NC(=O)c2ccccc2C)ccc1NC(=O)c1cccs1 | 8% | -4% | -6% | -6% | -23% | -11% | -5% | 2 | 16%
Cc1ccc(S(=O)(=O)N(C)CCCC(=O)Nc2ccccn2)cc1 | -20% | -1% | . | . | . | -10% | . | -6 | 17%
O=C(Cc1ccccc1)NCC(=O)N1CCC1 | 10% | 1% | 7% | -15% | 0% | -10% | 1% | -7 | -1%
O=C(NNc1cccc(Cl)n1)Nc1ccccc1Cl | 0% | -5% | -2% | 1% | 15% | -6% | 1% | -7 | 2%
c1ccc(Cn2nnc3c(NCc4ccc5c(c4)OCO5)nc(C4CC4)nc32)cc1 | 14% | -6% | 5% | 14% | 0% | 1% | -1% | -9 | 15%
CN(C)C(=O)c1cc(C(=O)c2ccccc2F)c[nH]1 | -5% | -2% | -8% | 15% | 6% | -5% | -3% | -2 | -16%
COc1ccc(Cl)cc1N1C(=O)C2CCCN2C1c1cccc(F)c1 (centres undefined) | -10% | -3% | -10% | -6% | 43% | 9% | -2% | 2 | -26%
CCOCCn1ccc2c(OCC(=O)NCc3ccc(F)cc3)cccc2c1=O | -13% | 0% | 2% | . | 10% | 0%[60.1 µM] | 0% | -3 | 42%[activator]
COc1ccccc1CC(=O)N1CCN(c2ccccc2)CC1 | 3% | -5% | -7% | 9% | 42% | -13% | -1% | -6 | 11%
CCCCNC(=S)NNC(=O)c1csc(CC)c1 | -9% | 0% | -15% | 0% | 17% | 5% | 1% | 3 | 23%
CC(=O)Nc1cccc(NC(=O)/C=C/c2ccc(S(=O)(=O)N3CCOCC3)cc2)c1 | 7% | -2% | . | 5% | . | -22% | . | -4 | 68%[activator]
Clc1cccc(CSc2ncnc3c2ncn3C2CCCCO2)c1 (centres undefined) | -15% | 4% | . | . | . | 0% | . | -6 | 26%
COc1ccc(-n2c(Cc3cccn3C)nnc2SCC(=O)Nc2nccs2)cc1 | -5% | -3% | -21% | -3% | 8% | -5% | 2% | -2 | ?
O=S(=O)(c1ccccc1Br)N(Cc1ccccc1)CC(O)COCc1ccccc1 (centres undefined) | -12% | -2% | . | -18% | . | -6% | . | 3 | -14%
Cc1ccc(N(Cc2cc3ccc(C)cc3[nH]c2=O)S(C)(=O)=O)c(C)c1 | -11% | -5% | -16% | -2% | -5% | 5% | -3% | 3&-2 | 2%
CCOc1ccc(NC(=O)CN2CC(c3ccccc3)CC2=O)cc1 (centres undefined) | -11% | 3% | -1% | -3% | 0% | -12% | -2% | -15 | 16%
O=C(Nc1ccc(F)cc1)c1cccc(N2CCCS2(=O)=O)c1 | -18% | 0% | -3% | . | 4% | 0% | 0% | -2 | 5%
COc1cc(C(=O)NC(c2ccc(Cl)cc2)c2cc(Cl)c3cccnc3c2O)cc(OC)c1OC (centres undefined) | -24% | -4% | -3% | . | -5% | -11%[60.1 µM] | -9% | 9 | 21%

Next section; it opens with the two that closed the last part.
canonical_smiles | Pol eta inh | GRP78 ERSR act | Anesthetic bind | APE1 inh | POLB inh | Pol kappa inh | BLM inh | LDHA block | POLI inh
O=C(Nc1ccc(F)cc1)c1cccc(N2CCCS2(=O)=O)c1 | -18% | 0% | -3% | . | 4% | 0% | 0% | -2 | 5%
COc1cc(C(=O)NC(c2ccc(Cl)cc2)c2cc(Cl)c3cccnc3c2O)cc(OC)c1OC (centres undefined) | -24% | -4% | -3% | . | -5% | -11%[60.1 µM] | -9% | 9 | 21%
C=CCNCc1cccn1-c1ccccc1 | 4% | -2% | -15% | -1% | 19% | 0% | 2% | -18 | -8%
CCc1nnc(NC(=O)CN2CCN(Cc3ccc(C)cc3)CC2)s1 | -4% | -2% | -2% | 0% | -4% | 2% | 0% | -8 | ?
Cc1ccc(Nc2cc(C)nc3ccccc23)c(C)c1 | -13% | -6% | . | . | . | -11% | . | -13 | -5%[58.9 µM]
Cc1cccc(NC(=O)N2CCC(n3c(C)nc4cccnc43)CC2)c1 | -16% | 1% | 2% | . | 4% | 3%[60.1 µM] | 1% | 5 | 38%[activator]
c1c2c(cc3sc(N4CCOCC4)nc13)OCCO2 | -10% | -13% | 1% | 0% | 1% | -2% | -3% | -4 | 5%
O=C(CCCn1c(=S)[nH]c2ccc(Br)cc2c1=O)NCC1CCCO1 (centres undefined) | -3% | -3% | -5% | -1% | -22% | -7% | -3% | -1 | -1%
CC(=O)C1=C(O)C(=O)N(CCCn2ccnc2)C1c1ccc(C)cc1 (centres undefined) | 3% | -2% | -9% | 13% | 4% | -2%[60.1 µM] | -2% | -1 | 29%
